Rab7 wt modul = dog Rab7 wildtype GTP binding, inhibitors and activators; GST-Rab7 beads, fluorescent GTP binding, flow cytometry; actives lie on both sides; untreated = 100%, excess cold GTP = 0%; GTP binding activity (percent of control), % at 10 µM; 190,000 tested, 0.055% active; AID 758;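 active = fluorescent GTP binding to Rab7 beads changed by at least 20 points from the 100% baseline, either direction, mostly lower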;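 note: median green fluorescence of bound Bodipy-FL-GTP per Rab7 bead population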
Rac1 mut GTP = modulators of GTP binding to human Rac1 activated mutant; P63000; GST-Rac1 activated beads, fluorescent GTP binding, flow cytometry; actives lie on both sides; 100% means binding = to untreated wells; 190,000 tested, 0.11% active; percent activity (GTP binding), % at 10 µM;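 active = GTP binding at least 20 percentage points away from the 100% baseline, in either direction, so actives lie on both sides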
Mcl1 Bid PPI = Mcl-1/Bid interaction inhibition; 220,000 tested, 0.97% active; TR-FRET Mcl-1/Bid-Dy647 peptide binding, 1536-well; inhibition, % at 21.7 µM; AID 1021; Q07820;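 active = compounds that cut the binding signal by more than half at the single screening dose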;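 note: His-tagged Mcl-1 with europium anti-His antibody binding Bid BH3 peptide; 0% = Mcl-1 plus peptide wells and 100% = peptide-only wells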
Target sequence (Q07820 whole entry, looked up): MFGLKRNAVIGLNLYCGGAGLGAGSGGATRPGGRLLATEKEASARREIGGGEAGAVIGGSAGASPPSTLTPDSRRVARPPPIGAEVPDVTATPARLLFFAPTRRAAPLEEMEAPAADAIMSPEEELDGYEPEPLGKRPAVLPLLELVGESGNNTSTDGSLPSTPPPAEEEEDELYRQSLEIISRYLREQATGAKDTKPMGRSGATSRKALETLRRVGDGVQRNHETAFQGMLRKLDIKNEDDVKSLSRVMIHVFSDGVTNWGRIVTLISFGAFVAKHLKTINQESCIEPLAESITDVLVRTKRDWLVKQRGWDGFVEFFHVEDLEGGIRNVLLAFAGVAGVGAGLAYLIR
Rac1 wt GTP bind = alters GTP binding to wildtype human Rac1 | AID 757 | P63000 | GST-Rac1 beads, fluorescent GTP binding, flow cytometry; actives lie on both sides; 0 = cold GTP competed, 100 = untreated | 190,000 tested, 0.27% active | GTP binding activity (% of control), % at 10 µM;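 active = GTP binding activity at least 20 points away from the 100% control level, either lower or higher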
Rab2 wt GTP = changes GTP binding to wildtype dog Rab2A, up or down; 190,000 tested, 0.19% active; P61105; GST-Rab2 wt beads, Bodipy-GTP binding, flow cytometry; GTP binding activity, % at 10 µM;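 active = GTP binding activity at least 20 points away from 100%, either lowered or raised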;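 note: 0% = beads with excess unlabeled GTP and 100% = no-compound control corrected for plate trend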
Mcl-1 Bim block = disrupts Bim peptide binding to human Mcl-1 | AID 1009 | Q07820 | 190,000 tested, 0.1% active | inhibition, % at 10 µM | Bead-based flow cytometry, Bim peptide-Mcl-1 binding; in the data active = inhibition above about 40%;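 note: 0% = no compound tracer wells and 100% = peptide blocker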
Cdc42 wt = changes GTP binding to wildtype human Cdc42; percent activity (GTP binding), % at 10 µM; GST-Cdc42 beads, Bodipy-GTP binding, flow cytometry; actives lie on both sides; P60953; 190,000 tested, 0.2% active;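 active = percent activity GTP binding at least 20 points away from the 100% baseline, either down as inhibitor or up as activator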;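 note: median bead fluorescence of bound Bodipy-FL-GTP at 100 nM; 0% = excess unlabeled GTP control and 100% = no compound control; below 100% means less GTP binding so inhibitor and above means activator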
Pf gamet viab = inhibitors of late stage P. falciparum gametocyte viability; P. falciparum stage V gametocytes, ATP luminescence, 24 h; inhibition, % at 10.9 µM; 150,000 tested, 0.065% active; AID 743093;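 active = inhibition above the mean plus 3 SD of compounds within the control limits, set per campaign, cut at about 38% in these data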;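 note: 0% = DMSO wells and 100% = medium only without gametocytes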
RGS8-Gao = regulators of human RGS8-Galphao interaction. AID 1423. P09471. response (percent of control binding), % at 10 µM. 220,000 tested, 0.34% active. multiplexed bead flow cytometry, RGS8-Galphao binding; actives lie on both sides; in the data active = response below about 60% or above about 140%; inactive = in between;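 note: Galphao activated as the GDP aluminium fluoride complex binding bead-coupled RGS8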
Target sequence (P09471 whole entry, looked up): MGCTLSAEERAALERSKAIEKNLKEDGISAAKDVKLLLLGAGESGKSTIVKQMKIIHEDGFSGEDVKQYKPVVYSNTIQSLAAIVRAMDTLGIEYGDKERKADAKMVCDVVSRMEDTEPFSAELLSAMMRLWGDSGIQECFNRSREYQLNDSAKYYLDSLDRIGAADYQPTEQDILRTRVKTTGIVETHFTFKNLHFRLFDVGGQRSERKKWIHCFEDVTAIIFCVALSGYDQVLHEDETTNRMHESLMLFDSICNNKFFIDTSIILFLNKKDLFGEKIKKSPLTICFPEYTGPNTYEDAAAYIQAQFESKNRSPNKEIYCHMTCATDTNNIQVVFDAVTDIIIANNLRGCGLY
HRas wt GTP = modulators of GTP binding to human HRas wildtype; GST-Ras wt beads, Bodipy-FL-GTP binding, flow cytometry; actives lie on both sides; GTP binding activity, % at 10 µM; 190,000 tested, 0.14% active; AID 759;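 active = GTP binding activity at least 20% away from the 100% baseline, either lowered as inhibitor or raised as activator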;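 note: 0% = unlabeled GTP competition control and 100% = no-compound control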
Mcl1-Noxa inh = Mcl-1/Noxa interaction inhibition. 220,000 tested, 1.5% active. inhibition, % at 21.7 µM. AID 1022. TR-FRET Mcl-1/Noxa peptide binding, 2 h. Q07820;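 active = compounds that cut the protein-peptide binding signal by more than 50% relative to plate controls in a single-dose test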;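 note: His-tagged Mcl-1 with rhodamine Noxa BH3 peptide and terbium anti-His antibody; 0% = Mcl-1 plus Noxa peptide wells and 100% = peptide-only wells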
Numbers without * were called inactive; nt = no result given; & = joins results of further samples. Hits appear at their usual frequency; overall some 2.9% were active at least once.

SMILES	Rab7 wt modul	Rac1 mut GTP	Mcl1 Bid PPI	Rac1 wt GTP bind	Rab2 wt GTP	Mcl-1 Bim block	Cdc42 wt	Pf gamet viab	RGS8-Gao	HRas wt GTP	Mcl1-Noxa inh
CCC(=O)N/N=C/c1ccc(OS(=O)(=O)c2ccccc2)cc1	99.0	99.0	-31.2	98.0	101.0	-3.0	100.0	nt	84.3	100.0	3.0
CCN(CC)CCN1C(=O)C(=O)/C(=C(/O)c2c(C)[nH]c(C(=O)OC)c2C)C1c1ccc(OC)cc1 (stereo not given)	97.0	97.0	0.4	101.0	98.0	-3.0	100.0	-7.6	98.9	97.0	-48.6
CCOC(=O)c1cnn(-c2ccc(Cl)cc2)c1C1CCN(C(=O)OC(C)(C)C)CC1	102.0	99.0	-18.7	106.0	102.0	-2.0	104.0	nt	99.1	102.0	9.3
O=c1c2ccccc2nc(SCc2ccccc2)n1Cc1ccco1	98.0	95.0	-14.7	100.0	99.0	0.0	99.0	nt	97.1	99.0	-2.0
Nc1c(-c2ccc(Cl)cc2)cnn1-c1cccc([N+](=O)[O-])c1	96.0	99.0	-2.8	99.0	97.0	-6.0	100.0	2.2	103.0	99.0	-2.4
O=C(N/N=C1\C2CN3CCN(C2)CC1(c1ccccc1)C3)c1ccc(F)cc1	105.0	107.0	-18.1	103.0	105.0	-3.0	105.0	nt	101.7	105.0	7.2
Nc1cc(N)nc(SCCN2CCCCC2)n1	99.0	95.0	-6.4	99.0	97.0	0.0	96.0	nt	102.7	96.0	23.1
CC1=C(C(=O)Nc2ccccc2C)C(c2ccc(C)o2)n2c(s/c(=C/c3ccccc3)c2=O)=N1 (stereo not given)	99.0	98.0	3.7	102.0	98.0	1.0	99.0	nt	99.3	100.0	0.8
CC(C)[C@H](NC(=O)[C@@H]1CSCN1C(=O)OC(C)(C)C)C(=O)NCC1CCC(C(=O)O)CC1 (stereo not given in full)	103.0	101.0	-0.8&0.6	106.0	102.0	-2.0	109.0	-31.1	101.5	102.0	-0.8&18.7
Cn1c(C(=O)O)cnc1Sc1ncc(C(F)(F)F)cc1Cl	95.0	93.0	-16.1	95.0	94.0	0.0	94.0	11.1	102.2	93.0	-4.8
COC(=O)[C@H](CCSC)NC(=O)Nc1ccc(C)c(C)c1	103.0	95.0	-4.8	104.0	101.0	-11.0	101.0	0.8	100.1	102.0	-0.3
Cc1cccc(C)c1NC(=S)NC1CCCCC1	103.0	98.0	-56.1	103.0	96.0	-4.0	100.0	-35.4	103.6	98.0	-2.5
CCCCCCCN(C(=O)CCl)c1cccc(C)c1	97.0	98.0	-9.0	100.0	99.0	-5.0	98.0	-20.4	99.5	96.0	5.5
Cc1cc(C)c2c(=O)n(CC(=O)N3CCC(N4CCCCC4)CC3)sc2n1	105.0	101.0	-52.5	108.0	102.0	-2.0	106.0	nt	82.4	104.0	46.1
CCOc1ccc(C(C)NC(=O)Cc2ccccc2)cc1OCC (stereo not given)	99.0	104.0	7.7	105.0	104.0	-7.0	100.0	15.8	100.5	104.0	5.9
CCC1(C)Cc2c(sc3nc4n(c(=O)c23)CCS4)CO1 (stereo not given)	99.0	97.0	-3.7	99.0	98.0	-2.0	100.0	-14.1	101.2	97.0	19.9
CCOC(=O)/C(=N/Nc1ccc(Cl)cc1)S(=O)(=O)c1ccccc1	101.0	101.0	1.5	106.0	101.0	-2.0	103.0	-25.6	100.9	102.0	5.5
C=CCOC(=O)C1=C(C)NC(C)=C(C(=O)OCC=C)C1c1cccs1	104.0	95.0	-17.8	101.0	101.0	-1.0	98.0	nt	95.0	101.0	10.8
CCOC(=O)c1sc(NC(=O)CSc2n[nH]c(C)n2)nc1C	96.0	95.0	-23.3	99.0	97.0	0.0	95.0	14.5	101.9	97.0	-5.9
O=C(Cc1ccccc1)Nc1ccccc1Oc1ccccc1	102.0	103.0	-32.4	104.0	103.0	-2.0	102.0	-17.9	101.3	104.0	-4.8
O=C(NC1CCCCCCC1)C1c2ccccc2C(=O)N1Cc1cccs1 (stereo not given)	99.0	102.0	5.4	105.0	102.0	-1.0	103.0	nt	104.3	102.0	14.0

Structures from the list above that have nitrogen in an aromatic ring, in the order listed:
SMILES	Rab7 wt modul	Rac1 mut GTP	Mcl1 Bid PPI	Rac1 wt GTP bind	Rab2 wt GTP	Mcl-1 Bim block	Cdc42 wt	Pf gamet viab	RGS8-Gao	HRas wt GTP	Mcl1-Noxa inh
CCN(CC)CCN1C(=O)C(=O)/C(=C(/O)c2c(C)[nH]c(C(=O)OC)c2C)C1c1ccc(OC)cc1 (stereo not given)	97.0	97.0	0.4	101.0	98.0	-3.0	100.0	-7.6	98.9	97.0	-48.6
CCOC(=O)c1cnn(-c2ccc(Cl)cc2)c1C1CCN(C(=O)OC(C)(C)C)CC1	102.0	99.0	-18.7	106.0	102.0	-2.0	104.0	nt	99.1	102.0	9.3
O=c1c2ccccc2nc(SCc2ccccc2)n1Cc1ccco1	98.0	95.0	-14.7	100.0	99.0	0.0	99.0	nt	97.1	99.0	-2.0
Nc1c(-c2ccc(Cl)cc2)cnn1-c1cccc([N+](=O)[O-])c1	96.0	99.0	-2.8	99.0	97.0	-6.0	100.0	2.2	103.0	99.0	-2.4
Nc1cc(N)nc(SCCN2CCCCC2)n1	99.0	95.0	-6.4	99.0	97.0	0.0	96.0	nt	102.7	96.0	23.1
CC1=C(C(=O)Nc2ccccc2C)C(c2ccc(C)o2)n2c(s/c(=C/c3ccccc3)c2=O)=N1 (stereo not given)	99.0	98.0	3.7	102.0	98.0	1.0	99.0	nt	99.3	100.0	0.8
Cn1c(C(=O)O)cnc1Sc1ncc(C(F)(F)F)cc1Cl	95.0	93.0	-16.1	95.0	94.0	0.0	94.0	11.1	102.2	93.0	-4.8
Cc1cc(C)c2c(=O)n(CC(=O)N3CCC(N4CCCCC4)CC3)sc2n1	105.0	101.0	-52.5	108.0	102.0	-2.0	106.0	nt	82.4	104.0	46.1
CCC1(C)Cc2c(sc3nc4n(c(=O)c23)CCS4)CO1 (stereo not given)	99.0	97.0	-3.7	99.0	98.0	-2.0	100.0	-14.1	101.2	97.0	19.9
CCOC(=O)c1sc(NC(=O)CSc2n[nH]c(C)n2)nc1C	96.0	95.0	-23.3	99.0	97.0	0.0	95.0	14.5	101.9	97.0	-5.9

Screening results from PubChem.
